Compound activity (PubChem)
MsrA act – bovine MsrA enzyme activators, primary screen, biochemical, absorbance, HTS; Methionine sulfoxide reductase A (Bos taurus); purified bovine MsrA, absorbance read-out; AID 602163, 2012; activation, % at 10.6 µM; 360,000 tested, 0.3% active; in the data active means activation above about 7.5%;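 further: 0% = vehicle and 100% = reference activator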
NRP1-CendR mod – modulators of CendR peptide binding to NRP-1, primary screen, biochemical, fluorescence polarization, uHTS; FAM-RPARPAR peptide binding to NRP-1; 360,000 tested, 0.85% active; inhibition, % at 25 µM; Neuropilin-1 (Homo sapiens), O14786;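 active means inhibition or corrected inhibition above about 18%, plus a signal ratio from 0.5 to 1.5, limit read from the data, passing the limit was not always enough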; further: strong numbers were not always called active
FAS-TE inh – FAS thioesterase domain inhibitors, primary screen, biochemical, fluorescence intensity, uHTS. Fatty acid synthase (Homo sapiens), P49327. recombinant FAS-TE, OMFH fluorogenic substrate, fluorescence endpoint. inhibition, % at 15 µM. 360,000 tested, 0.67% active. AID 602261, 2012;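 active means compounds whose normalised, plate-corrected inhibition of enzyme fluorescence in the single-dose primary screen is 50% or more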;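 further: 0% = DMSO with enzyme and 100% = substrate without enzyme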
MT1-MMP act inh – blockers of MT1-MMP proenzyme processing, primary screen, HT1080 RFP-PRO-GFP cells, GFP/RFP fluorescence; Matrix metalloproteinase-14 (Homo sapiens), P50281; GFP/RFP ratio fluorescence, overnight; percent of plate control window, DMSO zero; GFP/RFP ratio change, % at 20 µM; 360,000 tested, 0.061% active;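 active means GFP/RFP ratio change of at least 30% with cell ATP level not reduced by more than half and red fluorescence within 50% of control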; further: strong numbers were not always called active
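Assay system: HT1080 RFP-PRO-GFP cells | Dosing: 20 µM single dose, 1% DMSO | Incubation: Cells overnight before dosing, compound overnight, 37 °C, 5% CO2 | Evaluation: GFP/RFP fluorescence ratio | Control set: DMSO-only wells and HT1080 RFP-L50D-GFP cell wells as references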
MsrA inhibitor – bovine MsrA enzyme inhibitors, primary screen, biochemical, absorbance, HTS. Methionine sulfoxide reductase A (Bos taurus). purified bovine MsrA, absorbance read-out. inhibition, % at 15.5 µM. 360,000 tested, 0.75% active; in the data active means inhibition above about 4.5%;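 further: 0% = vehicle wells with enzyme and 100% = reference inhibitor wells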
E coli Lon inh – inhibitors of E. coli Lon protease, primary screen, biochemical, fluorescence polarization | P0A9M0 | purified E. coli Lon protease | inhibition, % at 7.94 µM | 360,000 tested, 0.42% active; in the data active means inhibition above about 13%, passing the limit was not always enough;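 further: 0% = enzyme with probe and DMSO and 100% = no enzyme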
SKN-1 inh – suppressors of acrylamide-induced Pgst-4::GFP reporter in worms, primary screen, SKN-1 inhibitor project, whole organism, uHTS, GFP/RFP fluorescence ratio, strain VP596; 360,000 tested, 0.49% active; inhibition, % at 21.8 µM; C. elegans VP596 Pgst-4::GFP/RFP ratio, 24 h;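 active means interference check ratio from 0.5 to 1.5 plus GFP to RFP signal ratio inhibition reaching or exceeding a fixed threshold, cut at about 30% in these data, passing the limit was not always enough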; further: some compounds called inactive have numbers as strong as hits
Neddyl block – inhibitors of cullin neddylation, primary screen, biochemical, TR-FRET, uHTS, NAE and Ubc12; calls only at 25 µM; 360,000 tested, 0.58% active; AID 651699, 2012; in the data active means inhibition above about 36%
Target sequence (P61081 whole entry, looked up): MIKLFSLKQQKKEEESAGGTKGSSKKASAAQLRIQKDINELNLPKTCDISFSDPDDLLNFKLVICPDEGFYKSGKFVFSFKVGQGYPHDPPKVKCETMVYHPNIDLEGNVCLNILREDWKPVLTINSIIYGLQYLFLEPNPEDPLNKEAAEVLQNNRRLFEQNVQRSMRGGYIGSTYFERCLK
Target sequence (Q13564 whole entry, looked up): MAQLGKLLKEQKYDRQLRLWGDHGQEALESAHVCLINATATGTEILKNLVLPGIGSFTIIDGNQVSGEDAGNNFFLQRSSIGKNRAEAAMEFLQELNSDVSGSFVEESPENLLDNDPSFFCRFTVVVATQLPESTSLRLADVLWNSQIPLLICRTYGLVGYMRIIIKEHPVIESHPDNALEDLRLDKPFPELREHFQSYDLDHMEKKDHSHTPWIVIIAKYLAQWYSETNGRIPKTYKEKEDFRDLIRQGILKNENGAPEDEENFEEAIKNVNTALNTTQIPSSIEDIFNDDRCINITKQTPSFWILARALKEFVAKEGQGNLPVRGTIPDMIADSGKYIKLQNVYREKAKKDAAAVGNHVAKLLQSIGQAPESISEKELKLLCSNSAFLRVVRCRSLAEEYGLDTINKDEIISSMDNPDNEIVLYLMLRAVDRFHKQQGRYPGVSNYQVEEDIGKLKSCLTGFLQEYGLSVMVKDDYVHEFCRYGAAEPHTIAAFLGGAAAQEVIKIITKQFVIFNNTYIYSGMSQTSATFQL
Rin1 Abl inh – inhibitors of Rin1-Abl protein binding, primary screen, biochemical, TR-FRET | Tyrosine-protein kinase ABL1 (Homo sapiens) + Ras and Rab interactor 1 (Homo sapiens), … | 360,000 tested, 0.4% active | inhibition, % at 7.35 µM | AID 588664, 2011; in the data active means inhibition above about 5%, passing the limit was not always enough
* marks the source's active call; other numbers are inactive results.

Results for CC(C)(C)CC(=O)Nc1cc(S(=O)(=O)N2CCOCC2)ccc1N1CCCC1 ?
MsrA act: 0; NRP1-CendR mod: 6; FAS-TE inh: -6; MT1-MMP act inh: 2; MsrA inhibitor: 0.6; E coli Lon inh: -5; SKN-1 inh: 0; Neddyl block: inactive; Rin1 Abl inh: -5

Results for CCOc1ccc(Cl)cc1/C=N/NC(N)=O ?
MsrA act: 0; NRP1-CendR mod: 0; FAS-TE inh: -5; MT1-MMP act inh: -1; MsrA inhibitor: 2.3; E coli Lon inh: 14; SKN-1 inh: -20; Neddyl block: inactive; Rin1 Abl inh: -2

How did Cc1ccc2nc(Cl)c(/C=N/Nc3ccc(C(=O)O)cc3)cc2c1 do in these assays?
MsrA act: -1; NRP1-CendR mod: -75; FAS-TE inh: 5; MT1-MMP act inh: -5; MsrA inhibitor: 1.0; E coli Lon inh: 2; SKN-1 inh: -5; Rin1 Abl inh: -3

How did CCCCn1c(-c2cccc(Br)c2)nc2cc3[nH]c(=O)c(C(C)C)nc3cc21 do in these assays?
MsrA act: 0; NRP1-CendR mod: -42; FAS-TE inh: -10; MT1-MMP act inh: -25; MsrA inhibitor: 2.1; E coli Lon inh: -17; SKN-1 inh: -3; Rin1 Abl inh: 1

Results for Cc1ccc(OCC(=O)N2CC3(C)CC2CC(C)(C)C3)cc1 (configuration not stated) ?
MsrA act: -1; NRP1-CendR mod: 0; FAS-TE inh: 1; MT1-MMP act inh: 0; MsrA inhibitor: -1.0; E coli Lon inh: -2; SKN-1 inh: -7; Neddyl block: inactive; Rin1 Abl inh: 1

Results for NC(=O)NOCc1ccccc1F ?
MsrA act: -8; NRP1-CendR mod: 9; FAS-TE inh: -8; MT1-MMP act inh: 0; MsrA inhibitor: -0.3; E coli Lon inh: 3; SKN-1 inh: -11; Neddyl block: inactive; Rin1 Abl inh: 4

Results for COC(=O)[C@@]1(Cc2ccc(F)cc2)[C@H]2c3cc(C(=O)N(C)C)n(Cc4cc(C)n(C)n4)c3C[C@H]2CN1C(=O)c1ccccc1 ?
MsrA act: -1; NRP1-CendR mod: 4; FAS-TE inh: -2; MT1-MMP act inh: -1; MsrA inhibitor: -0.5; E coli Lon inh: -6; SKN-1 inh: 12; Neddyl block: inactive

What do the screens show for `Cn1c(=O)c2c(nc(Oc3ccc4c(c3)OCO4)n2Cc2ccc(F)cc2)n(C)c1=O`?
MsrA act: -2; NRP1-CendR mod: 5; FAS-TE inh: -1; MT1-MMP act inh: 3; MsrA inhibitor: -0.8; E coli Lon inh: 4; SKN-1 inh: 13; Neddyl block: inactive; Rin1 Abl inh: 5

How did COc1ccccc1NS(=O)(=O)c1ccc(Cl)c(NC(=O)C(C)N2C(=O)c3ccccc3C2=O)c1 (configuration not stated) do in these assays?
MsrA act: -1; NRP1-CendR mod: -14; FAS-TE inh: 14; MT1-MMP act inh: -3; MsrA inhibitor: 0.9; E coli Lon inh: -19; SKN-1 inh: 22; Neddyl block: inactive; Rin1 Abl inh: 0

Results for CC1=CC2=NC(=O)/C(=C/c3coc4ccc(Cl)cc4c3=O)C(=N)N2O1 ?
MsrA act: -6; NRP1-CendR mod: 134; FAS-TE inh: -18; MT1-MMP act inh: -105; MsrA inhibitor: 0.8; E coli Lon inh: -300; SKN-1 inh: -14; Neddyl block: inactive; Rin1 Abl inh: -1

What do the screens show for `COc1cccc(NC(=O)COc2ccc(N3CC(C(=O)NCC(C)C)CC3=O)cc2)c1` (configuration not stated)?
MsrA act: -8; NRP1-CendR mod: 0; FAS-TE inh: -9; MT1-MMP act inh: -4; MsrA inhibitor: -0.4; E coli Lon inh: -4; SKN-1 inh: -1; Neddyl block: inactive; Rin1 Abl inh: 0

How did Cc1cc(-c2nc(C)c(-c3nnc(SCC(=O)Nc4ccc(Cl)cc4)n3C)s2)no1 do in these assays?
MsrA act: -2; NRP1-CendR mod: 0; FAS-TE inh: -6; MT1-MMP act inh: -1; MsrA inhibitor: -0.8; E coli Lon inh: -13; SKN-1 inh: 13; Neddyl block: inactive; Rin1 Abl inh: 2

What do the screens show for `COc1ccc(C2C3(C#N)C(N)=NC(OC)(OC)C23C#N)cc1` (configuration not stated)?
MsrA act: -2; NRP1-CendR mod: -6; FAS-TE inh: 0; MT1-MMP act inh: -1; MsrA inhibitor: 1.8; E coli Lon inh: 10; SKN-1 inh: -2; Neddyl block: inactive; Rin1 Abl inh: 2

How did CCCn1c(N)c(N(CCOC)C(=O)c2ccc(F)cc2F)c(=O)[nH]c1=O do in these assays?
MsrA act: -1; NRP1-CendR mod: -2; FAS-TE inh: -2; MT1-MMP act inh: 0; MsrA inhibitor: -1.2; E coli Lon inh: 11; SKN-1 inh: 5; Neddyl block: inactive; Rin1 Abl inh: 2

What do the screens show for `OCCn1c(SCCOc2ccccc2)nc2ccccc21`?
MsrA act: -1; NRP1-CendR mod: 0; FAS-TE inh: -3; MT1-MMP act inh: 3; MsrA inhibitor: 0.0; E coli Lon inh: 5; SKN-1 inh: 4; Neddyl block: inactive; Rin1 Abl inh: 0

Continued, overlapping the part above by two compounds.
How did CCCn1c(N)c(N(CCOC)C(=O)c2ccc(F)cc2F)c(=O)[nH]c1=O do in these assays?
MsrA act: -1; NRP1-CendR mod: -2; FAS-TE inh: -2; MT1-MMP act inh: 0; MsrA inhibitor: -1.2; E coli Lon inh: 11; SKN-1 inh: 5; Neddyl block: inactive; Rin1 Abl inh: 2

What do the screens show for `OCCn1c(SCCOc2ccccc2)nc2ccccc21`?
MsrA act: -1; NRP1-CendR mod: 0; FAS-TE inh: -3; MT1-MMP act inh: 3; MsrA inhibitor: 0.0; E coli Lon inh: 5; SKN-1 inh: 4; Neddyl block: inactive; Rin1 Abl inh: 0

How did CC(=O)c1ccc(Nc2nc(C(N)c3ccccc3)cs2)cc1 (configuration not stated) do in these assays?
MsrA act: -2; NRP1-CendR mod: 13; FAS-TE inh: -6; MT1-MMP act inh: -3; MsrA inhibitor: 4.4; E coli Lon inh: 2; SKN-1 inh: 6; Neddyl block: active; Rin1 Abl inh: -4

How did O=C(Nc1ccc(N2CCN(C(=O)c3ccccc3)CC2)cc1)c1ccc2c(c1)OCCO2 do in these assays?
MsrA act: -2; NRP1-CendR mod: -6; FAS-TE inh: 8; MT1-MMP act inh: -11; MsrA inhibitor: -0.2; E coli Lon inh: 3; SKN-1 inh: 3; Neddyl block: inactive; Rin1 Abl inh: 1

What do the screens show for `CN(Cc1ccccc1)c1nc2c(c(=O)n(C)c(=O)n2C)n1CCSc1ncccn1`?
MsrA act: -2; NRP1-CendR mod: 2; FAS-TE inh: -1; MT1-MMP act inh: -2; MsrA inhibitor: 0.6; E coli Lon inh: -4; SKN-1 inh: -5; Neddyl block: inactive; Rin1 Abl inh: 1

Results for CC(C)c1ccc(NC(=O)N2CCOCC2)cc1 ?
MsrA act: -4; NRP1-CendR mod: -2; FAS-TE inh: -3; MT1-MMP act inh: 1; MsrA inhibitor: 1.2; E coli Lon inh: -5; SKN-1 inh: -1; Neddyl block: inactive; Rin1 Abl inh: 0

How did CC1CCC(C(C)C)C(OC(=O)CSc2nccc(=O)[nH]2)C1 (configuration not stated) do in these assays?
MsrA act: -4; NRP1-CendR mod: 4; FAS-TE inh: -3; MT1-MMP act inh: 1; MsrA inhibitor: -0.8; E coli Lon inh: 1; SKN-1 inh: 9; Neddyl block: inactive; Rin1 Abl inh: 0

How did Cc1ccc(NC(=O)c2ccc(S(=O)(=O)N3CCCCCC3)cc2)nc1 do in these assays?
MsrA act: -8; NRP1-CendR mod: 13; FAS-TE inh: 10; MT1-MMP act inh: -9; MsrA inhibitor: -0.9; E coli Lon inh: -2; SKN-1 inh: -9; Neddyl block: inactive; Rin1 Abl inh: 1

Results for Fc1cccc(Cl)c1COc1ccc(-c2nnco2)cc1 ?
MsrA act: -5; NRP1-CendR mod: 1; FAS-TE inh: 5; MT1-MMP act inh: 3; MsrA inhibitor: 1.0; E coli Lon inh: 2; SKN-1 inh: 23; Neddyl block: inactive; Rin1 Abl inh: 0

Results for CC(C)NC(=O)c1ccc2sc([C@H]3C[C@H](O)[C@@H](CO)O3)nc2c1 ?
MsrA act: -4; NRP1-CendR mod: -8; FAS-TE inh: -10; MT1-MMP act inh: -1; MsrA inhibitor: 0.9; E coli Lon inh: -11; SKN-1 inh: 6; Neddyl block: inactive; Rin1 Abl inh: -2

How did CCc1nc(Nc2ccc(N3CCN(C(C)=O)CC3)cc2)c2oc3ccccc3c2n1 do in these assays?
MsrA act: -1; NRP1-CendR mod: 3; FAS-TE inh: 6; MT1-MMP act inh: -5; MsrA inhibitor: 2.2; E coli Lon inh: -7; SKN-1 inh: 9; Neddyl block: active; Rin1 Abl inh: -1

Results for O=C(CCc1ccc(S(=O)(=O)N2CCOCC2)cc1)Nc1ccc(F)c(F)c1F ?
MsrA act: -6; NRP1-CendR mod: 3; FAS-TE inh: 1; MT1-MMP act inh: 3; MsrA inhibitor: 0.3; E coli Lon inh: 6; SKN-1 inh: -10; Neddyl block: inactive; Rin1 Abl inh: 4

How did O=C(O)c1cccc(OCCN2CCCC2=O)c1 do in these assays?
MsrA act: -1; NRP1-CendR mod: 5; FAS-TE inh: -8; MT1-MMP act inh: 0; MsrA inhibitor: -0.2; E coli Lon inh: -5; SKN-1 inh: 0; Neddyl block: inactive; Rin1 Abl inh: 2

How did Cc1ccc(CCSCC(=O)O)cn1 do in these assays?
MsrA act: -2; NRP1-CendR mod: 6; FAS-TE inh: -6; MT1-MMP act inh: 0; MsrA inhibitor: 0.2; E coli Lon inh: -1; SKN-1 inh: 5; Neddyl block: inactive; Rin1 Abl inh: 0

Results for COc1cc(-c2nnc3n2CCCCC3)cc(OC)c1OC ?
MsrA act: -2; NRP1-CendR mod: 6; FAS-TE inh: -6; MT1-MMP act inh: 2; MsrA inhibitor: 0.9; E coli Lon inh: 6; SKN-1 inh: 11; Neddyl block: inactive; Rin1 Abl inh: -3

What do the screens show for `COc1ccc(CCNC(=O)CSc2nn(-c3ccccc3)c(=S)s2)cc1OC`?
MsrA act: -5; NRP1-CendR mod: -15; FAS-TE inh: -2; MT1-MMP act inh: 0; MsrA inhibitor: 0.3; E coli Lon inh: -13; SKN-1 inh: 7; Neddyl block: inactive; Rin1 Abl inh: 0

Results for Cc1cc(NC(=O)CCl)n(-c2nc3ccccc3s2)n1 ?
MsrA act: -3; NRP1-CendR mod: -6; FAS-TE inh: -8; MT1-MMP act inh: -5; MsrA inhibitor: -0.4; E coli Lon inh: 5; SKN-1 inh: 8; Neddyl block: inactive; Rin1 Abl inh: 0

Results for CCc1ccc(N2C(=O)C3NN=C(C(=O)OCc4ccccc4)C3C2=O)cc1 (configuration not stated) ?
MsrA act: -2; NRP1-CendR mod: -4; FAS-TE inh: -3; MT1-MMP act inh: 0; MsrA inhibitor: 0.9; E coli Lon inh: -4; SKN-1 inh: 7; Neddyl block: inactive; Rin1 Abl inh: -3

How did CCCC(C(=O)O)n1c(O)c(C=C2N=c3ccccc3=N2)sc1=S (configuration not stated) do in these assays?
MsrA act: -8; NRP1-CendR mod: 12; FAS-TE inh: -2; MT1-MMP act inh: -5; MsrA inhibitor: 0.8; E coli Lon inh: -6; SKN-1 inh: 4; Neddyl block: inactive; Rin1 Abl inh: -1

Compounds as they come; 4.2% or so of the library scored in one or more.
